Screens deposited in PubChem by several laboratories.
MEKK2mut PB1 HTS – signal of MEK5 binding to mutant human MEKK2 PB1 domain | bead flow cytometry, Alexa488-MEK5 binding to MEKK2 mutant | percent response, % at 10 µM | 0.35% of 290,000 active; in the data active means percent response above about 24%, passing the limit was not always enough; further: inactives centre near 1; some results filed as inactive read as strong as hits; reference of the scale not given here
GalR3 antagonist – antagonists of human GalR3; O60755; HEK293 GalR3-CNG cAMP membrane potential fluorescence; galR3 body fused to GalR1 C-terminus; inhibition, % at 3 µM; 0.44% of 360,000 active; AID 651719;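 active means inhibition above the screen-wide average plus 3 SD, cut at about 13% in these data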;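 further: forskolin and galanin both at EC90 stimulate the cells; cAMP rise reported by CNG channel membrane potential dye signal; 0% = forskolin plus galanin with DMSO and 100% = forskolin alone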
Target sequence (O60755 1-299 limits assumed): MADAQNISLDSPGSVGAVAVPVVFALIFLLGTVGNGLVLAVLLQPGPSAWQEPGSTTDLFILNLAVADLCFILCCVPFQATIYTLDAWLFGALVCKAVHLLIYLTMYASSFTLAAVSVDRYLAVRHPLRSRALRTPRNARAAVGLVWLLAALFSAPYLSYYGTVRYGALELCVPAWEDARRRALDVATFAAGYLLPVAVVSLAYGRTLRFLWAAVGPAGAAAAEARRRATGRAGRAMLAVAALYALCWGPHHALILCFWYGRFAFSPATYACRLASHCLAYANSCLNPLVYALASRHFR
DNA FID counter – displaces DNA intercalator in HCV helicase counter-screen. AID 1845. DNA fluorescent intercalator displacement, fluorescence. inhibition, % at 7.9 µM. 0.17% of 290,000 active; in the data active means inhibition above about 37%;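 further: 0% = vehicle and 100% = reference compound; higher means more ethidium bromide displaced from hairpin DNA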
CRFBP-R2 agonist – agonists of human CRF-binding protein/CRF-R2 receptor complex | AID 588473 | HEK293 CRF-R2/CRF-BP, calcium dye fluorescence (FLIPR); percent of saturating CRF peptide response | 0.46% of 350,000 active | activation, % at 13.2 µM;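 active means activation of at least 50%, plus an integration ratio under a set limit after plate pattern correction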;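 further: plate controls were neutral control wells without compound for no effect and CRF at EC100 for full effect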
MEKK2 WT-MEK5 – raises or lowers MEK5 binding to wildtype human MEKK2 PB1 domain. Q9Y2U5. bead flow cytometry, Alexa488-MEK5 binding to MEKK2 WT; actives lie on both sides. binding response (% of control), % at 10 µM. 1.1% of 290,000 active. AID 1531; in the data active means binding response below about 67% or above about 130%
HCV NS3 hel inh – HCV NS3 helicase inhibition. 0.56% of 290,000 active. NS3 helicase DNA unwinding, Cy5 molecular beacon fluorescence. inhibition, % at 10.9 µM;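 active means inhibition above the mean of all tested compounds plus 3 SD, set per campaign, cut at about 35% in these data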;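 further: 0% = DMSO wells and 100% = thioflavine S control wells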
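Assay system: hepatitis C virus NS3 helicase domain fragment enzyme. Also added: annealed dual-labelled DNA beacon duplex, ATP-started. Timing: 1 h reaction at 25 °C, ATP-initiated. Technique: Cy5 fluorescence at 0 and 60 min, beacon hairpin quenching. Evaluation: % inhibition of unwinding. Replication: one well per compound.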
CRFR2-BP antag – antagonists of CRF-binding protein/CRF-R2 receptor complex. HEK293 CRF-R2/CRF-BP, CRF-induced calcium fluorescence. inhibition, % at 11.8 µM. 0.59% of 350,000 active. AID 588475;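 active means inhibition of the ligand-induced calcium signal above about 50% at the single tested concentration, limit read from the data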
SUMO HTRF inh – blocks human SUMOylation mediated by UBC9. HTRF SUMOylation assay, SAE1/SAE2 + UBC9, in vitro. AID 2006. 0.36% of 290,000 active. inhibition, % at 35 µM. P63279; in the data active means inhibition above about 50%, passing the limit was not always enough; further: strong numbers were not always called active
Target sequence (P63279 whole entry, looked up): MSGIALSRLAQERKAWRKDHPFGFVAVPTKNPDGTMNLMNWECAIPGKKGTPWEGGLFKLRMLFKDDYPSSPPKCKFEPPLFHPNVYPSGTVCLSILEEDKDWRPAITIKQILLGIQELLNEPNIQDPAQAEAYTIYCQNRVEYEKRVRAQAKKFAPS
MEKK3 PB1 HTS – modulators (inhibitors or enhancers) of MEK5 binding to human MEKK3 PB1 domain. Q99759. bead-based flow cytometry, Alexa488-MEK5 binding to MEKK3; actives lie on both sides; 0 = blocked by unlabeled MEK5, 100 = vehicle. binding response (% of control), % at 10 µM. 1.4% of 290,000 active. AID 1529;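 active means binding response more than 3 SD above or below the average of its plate-row segment, actives on both sides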;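 further: Alexa488 bead fluorescence after subtracting the streptavidin-only scavenger bead signal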
Target sequence (Q99759 whole entry, looked up, the tested form may be a part): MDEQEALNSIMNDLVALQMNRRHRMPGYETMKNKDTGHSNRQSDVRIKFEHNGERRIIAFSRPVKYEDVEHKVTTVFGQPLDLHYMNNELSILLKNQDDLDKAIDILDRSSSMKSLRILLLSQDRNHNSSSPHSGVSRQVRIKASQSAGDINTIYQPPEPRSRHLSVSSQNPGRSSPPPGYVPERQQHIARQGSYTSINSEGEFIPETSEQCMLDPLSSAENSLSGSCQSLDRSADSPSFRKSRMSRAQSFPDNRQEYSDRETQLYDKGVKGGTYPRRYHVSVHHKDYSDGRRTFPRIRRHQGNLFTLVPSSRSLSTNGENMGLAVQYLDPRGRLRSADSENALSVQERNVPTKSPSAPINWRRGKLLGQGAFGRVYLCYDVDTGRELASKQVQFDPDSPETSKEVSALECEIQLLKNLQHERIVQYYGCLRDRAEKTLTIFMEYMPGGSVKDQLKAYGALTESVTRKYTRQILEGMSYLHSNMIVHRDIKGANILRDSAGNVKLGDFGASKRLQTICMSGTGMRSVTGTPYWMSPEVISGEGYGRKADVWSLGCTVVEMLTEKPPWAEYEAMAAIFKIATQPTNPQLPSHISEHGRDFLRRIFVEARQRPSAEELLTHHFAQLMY
The depositor's hits bear a star; nt = not tested or not shown. Not all compounds are listed (hit frequency here may not be typical).

[1] CCOC(=O)CC(c1ccc(N)cc1)n1c(C)ccc1C (stereo unspecified)
[2] CCOc1ccccc1Nc1nnc(SCC(=O)Nc2cccc(S(=O)(=O)NC3=NCCCCC3)c2)s1
[3] NS(=O)(=O)c1ccc(CCNC(=O)CNC(=O)c2ccc(Oc3ccccc3)cc2)cc1
[4] COc1ccc(/C=C(\C#N)C(=O)NCc2cccs2)cc1OC
[5] COc1ccccc1OCC(=O)Nc1ccc2c(c1)OCCO2
[6] COc1cccc(OC)c1C(=O)Nc1c(C)n(C)n(-c2ccccc2)c1=O
[7] Cc1[nH]c2ccccc2c1C(=O)COC(=O)C1CCC1
[8] COc1ccc(OCCN2C(=O)NC(C)(c3ccc(C)cc3)C2=O)cc1 (stereo unspecified)

screen / no.	1	2	3	4	5	6	7	8
MEKK2mut PB1 HTS	5	-4	0	-2	1	2	1	-6
GalR3 antagonist	2	-9	-8	-2	-11	-5	-2	-7
DNA FID counter	-1	-34	-11	-5	-13	-5	-7	-16
CRFBP-R2 agonist	0.1	-2.5	-0.1	-0.3	-1.3	-1.1	1.2	-3.1
MEKK2 WT-MEK5	104	94	105	95	105	102	105	95
HCV NS3 hel inh	5	-2	10	-2	0	1	-1	-10
CRFR2-BP antag	4	34	1	-8	0	9	1	-8
SUMO HTRF inh	6	-6	2	14	-3	-2	1	-2
MEKK3 PB1 HTS	106	99	104	102	102	103	103	98

[9] COc1ccc(NC(=O)c2n[nH]c(=O)c3ccccc23)cc1S(=O)(=O)N1CCCCC1
[10] CCO[C@@H]1OC(C(=O)NCc2ccccc2)=C[C@H](c2ccc3c(c2)OCO3)[C@H]1CCCO
[11] CC(C)CC(=O)NC(=S)Nc1ccccc1N1CCCC1
[12] COc1ccc(-c2cc(C(=O)Nc3ccc(O)cc3)c3ccccc3n2)cc1OC
[13] COc1cc(/C=C2\C(=N)N3N=C(S(C)(=O)=O)SC3=NC2=O)cc(OC)c1OCCOc1cccc(C)c1
[14] CCN(CC)C(=O)/C(=C\c1ccc2c(c1)OCO2)NC(=O)c1ccc(Br)cc1
[15] Cc1ccc(NC(=O)CN(Cc2ccco2)Cc2ccccc2O)cc1C
[16] CCCC(=O)Nc1nn(CC)c2nc3ccc(C)cc3cc12

screen / no.	9	10	11	12	13	14	15	16
MEKK2mut PB1 HTS	12	11	2	1	1	nt	0	7
GalR3 antagonist	10	-4	-2	-3	-9	5	2	-12
DNA FID counter	-7	-27	-13	-16	-6	-29	-25	-28
CRFBP-R2 agonist	-1.7	-1.2	0.8	-0.7	0.1	1.0	0.8	0.1
MEKK2 WT-MEK5	104	118	104	93	100	nt	100	105
HCV NS3 hel inh	3	-2	2	45*	35	-4	-12	-4
CRFR2-BP antag	-31	5	-11	11	44	-64	-1	-9
SUMO HTRF inh	6	-4	22	-14	12	7	-6	19
MEKK3 PB1 HTS	99	108	110	97	104	nt	103	105

[17] C/C(=N\OCC(=O)O)c1ccc(Cl)cc1
[18] O=C(Nc1cccc([N+](=O)[O-])c1)N1CCc2ccccc2C1
[19] COc1cc(OC)cc(C(=O)NC2CCN(Cc3nnnn3Cc3ccc(F)cc3)CC2)c1
[20] Cc1cc(C(=O)CN2C(=O)NC3(CCCCC3C)C2=O)c(C)n1Cc1cccs1 (stereo unspecified)
[21] COCCCNC(=O)c1cc(C(=O)Cc2ccccc2)c[nH]1
[22] CC(=O)Nc1ccc(N(C(=O)CNC(=O)c2cccs2)C(C(=O)NC(C)(C)C)c2ccccc2)cc1 (stereo unspecified)
[23] Cc1cc(Cl)ccc1OCCCC(=O)N1CCOCC1
[24] O=C(CNC(=O)c1ccc2c(c1)OCCO2)N/N=C/c1ccc([N+](=O)[O-])cc1

screen / no.	17	18	19	20	21	22	23	24
MEKK2mut PB1 HTS	-6	-3	-6	-1	-2	0	-1	-1
GalR3 antagonist	-4	-1	-1	0	-3	-8	-4	-7
DNA FID counter	4	0	-20	-21	-8	-7	-16	-1
CRFBP-R2 agonist	2.5	1.4	-2.6	0.0	1.3	0.3	-1.9	-0.7
MEKK2 WT-MEK5	95	97	100	105	94	94	101	96
HCV NS3 hel inh	-13	4	-6	-3	-5	5	8	2
CRFR2-BP antag	-5	3	10	-45	4	-2	20	9
SUMO HTRF inh	-3	6	15	-6	2	8	16	9
MEKK3 PB1 HTS	93	97	101	106	100	99	97	102

[25] CC(C)(C)NC(=S)NCc1cccnc1
[26] CS(=O)(=O)c1ccc(Cl)c(NC(=O)COC(=O)c2cccc(C#N)c2)c1
[27] O=C(CN1CCCC1)Nc1c2c(nc3ccccc13)N(Cc1ccccc1)CC2
[28] Cc1cc2cc(CNC(=S)NCc3ccccc3)ccc2n1C
[29] CCOC(=O)Cc1c(C)c2c(C)[nH]nc2oc1=O
[30] COc1ccccc1-c1ccc(SCC(=O)NCc2ccc3c(c2)OCO3)nn1
[31] O=C(CN1CCN(c2ccc(O)cc2)CC1)Nc1cc([N+](=O)[O-])ccc1Cl
[32] CC(N)C12CC3CC(C1)CC(C(C)N)(C3)C2 (stereo unspecified)

screen / no.	25	26	27	28	29	30	31	32
MEKK2mut PB1 HTS	2	-1	2	-9	5	-8	19	4
GalR3 antagonist	-6	-5	-10	-7	2	0	0	-5
DNA FID counter	-6	2	16	9	-6	-19	5	9
CRFBP-R2 agonist	4.9	-0.2	-2.0	0.9	3.5	-6.0	-1.4	1.0
MEKK2 WT-MEK5	103	107	111	98	101	94	15*	104
HCV NS3 hel inh	2	6	-9	-59	-6	-12	-5	10
CRFR2-BP antag	10	-2	-29	14	11	6	15	23
SUMO HTRF inh	-10	-8	11	17	0	20	12	-10
MEKK3 PB1 HTS	105	114	102	97	101	95	96	95

An excerpt from above in order of molar mass, descending:
[30] COc1ccccc1-c1ccc(SCC(=O)NCc2ccc3c(c2)OCO3)nn1
[28] Cc1cc2cc(CNC(=S)NCc3ccccc3)ccc2n1C
[29] CCOC(=O)Cc1c(C)c2c(C)[nH]nc2oc1=O
[25] CC(C)(C)NC(=S)NCc1cccnc1
[32] CC(N)C12CC3CC(C1)CC(C(C)N)(C3)C2 (stereo unspecified)

screen / no.	30	28	29	25	32
MEKK2mut PB1 HTS	-8	-9	5	2	4
GalR3 antagonist	0	-7	2	-6	-5
DNA FID counter	-19	9	-6	-6	9
CRFBP-R2 agonist	-6.0	0.9	3.5	4.9	1.0
MEKK2 WT-MEK5	94	98	101	103	104
HCV NS3 hel inh	-12	-59	-6	2	10
CRFR2-BP antag	6	14	11	10	23
SUMO HTRF inh	20	17	0	-10	-10
MEKK3 PB1 HTS	95	97	101	105	95

Structures from the list above that contain two or more sulfur atoms (two):
[2] CCOc1ccccc1Nc1nnc(SCC(=O)Nc2cccc(S(=O)(=O)NC3=NCCCCC3)c2)s1
[13] COc1cc(/C=C2\C(=N)N3N=C(S(C)(=O)=O)SC3=NC2=O)cc(OC)c1OCCOc1cccc(C)c1

screen / no.	2	13
MEKK2mut PB1 HTS	-4	1
GalR3 antagonist	-9	-9
DNA FID counter	-34	-6
CRFBP-R2 agonist	-2.5	0.1
MEKK2 WT-MEK5	94	100
HCV NS3 hel inh	-2	35
CRFR2-BP antag	34	44
SUMO HTRF inh	-6	12
MEKK3 PB1 HTS	99	104

Additional results:
[33] COc1ccc(N2CC(C)(C)C2=O)cc1
[34] Cc1cc(N2CCCC2)ccc1/C=N/n1cnnc1
[35] CC(/C=C/C=C/c1ccccc1)=N/NC(=O)c1ccc2c(c1)OCCO2
[36] Cc1ccc(C(=O)N[C@H](C(=O)OCc2nnc(-c3ccccc3)o2)C(C)C)cc1
[37] CCOC(=O)c1c(C)[nH]c(C(C)=O)c1C
[38] CC1(c2ccc3c(c2)OCO3)NC(=O)N(CC(=O)Nc2ccc(N3CCOCC3)cc2)C1=O (stereo unspecified)
[39] CC(C)Oc1ccc(CCC(=O)N/N=C/c2ccc3c(c2)OCO3)cc1
[40] COc1ccc(CCNC(=O)C(NS(=O)(=O)c2ccc3c(c2)CCN3C(C)=O)C(C)C)cc1OC (stereo unspecified)

screen / no.	33	34	35	36	37	38	39	40
MEKK2mut PB1 HTS	0	-1	-17	-6	-2	4	3	1
GalR3 antagonist	-2	2	-4	-4	-1	-5	-9	nt
DNA FID counter	-3	-10	-9	-30	3	-8	-25	-16
CRFBP-R2 agonist	2.6	-0.5	0.1	-3.7	-0.7	1.7	-1.1	nt
MEKK2 WT-MEK5	100	97	89	92	102	93	99	101
HCV NS3 hel inh	-11	7	-8	-9	-6	1	11	12
CRFR2-BP antag	11	9	-12	-5	-16	-29	10	nt
SUMO HTRF inh	5	29	21	11	24	8	2	-11
MEKK3 PB1 HTS	104	98	88	92	105	108	103	103

[41] COc1ccc(-c2cn3ccc(C)cc3n2)cc1
[42] CCCCCC(=O)NC(=S)Nc1ccc(N2CCOCC2)cc1
[43] Cc1cc(=O)oc2c(C)c(OC(C)C(=O)NC3CCN(Cc4ccccc4)CC3)ccc12 (stereo unspecified)
[44] O=[N+]([O-])c1ccc(N2CCN(Cc3ccc(Br)o3)CC2)cc1
[45] CCCOc1cccc(C2C(C(=O)c3cccs3)=C(O)C(=O)N2Cc2cccnc2)c1 (stereo unspecified)
[46] COc1ccc(-c2nn(C)c(=O)c3ccccc23)cc1CNC(=O)C1CCCCC1
[47] CNC(=S)NCCN1CCOCC1
[48] Cn1c(=O)[nH]c(=O)c2[nH]c(NCCCN3CCOCC3)nc21

screen / no.	41	42	43	44	45	46	47	48
MEKK2mut PB1 HTS	1	-1	4	7	3	-18	3	6
GalR3 antagonist	1	-3	1	-5	-3	-3	-1	4
DNA FID counter	-1	-8	22	4	-25	-44	-4	0
CRFBP-R2 agonist	0.0	0.6	-0.1	1.1	-1.0	-0.1	-2.0	-1.9
MEKK2 WT-MEK5	107	94	107	106	101	90	98	108
HCV NS3 hel inh	6	-3	-5	8	9	21	0	0
CRFR2-BP antag	4	-32	-3	27	-5	-9	28	8
SUMO HTRF inh	-6	1	5	8	13	6	26	8
MEKK3 PB1 HTS	105	93	102	100	97	84	102	103

[49] CCCCNC(=O)NC12CC3CC(CC(C3)C1)C2
[50] Cc1c(Cl)ccc2c1NC(=O)[C@]21N[C@@H](Cc2ccccc2)[C@H]2C(=O)N(c3ccc(F)cc3)C(=O)[C@H]21
[51] Cc1ccc(-c2nc(NC(=O)CSc3ncn[nH]3)ns2)cc1
[52] COC(=O)C1(S(=O)(=O)c2cc(Br)cc3c2N(C(C)=O)CC3)CC1
[53] COc1ccc(N(CC(=O)Nc2cccnc2)S(=O)(=O)c2ccc(C)cc2)cc1Cl
[54] CCN(CC)S(=O)(=O)c1ccc(N2CCCC2)c(NS(=O)(=O)c2ccc([N+](=O)[O-])cc2)c1
[55] COc1ccc2c(c1)NC1(O)c3ccccc3C(=O)C21O (stereo unspecified)
[56] COc1ccc(-c2cn(CC3CCCCC3)nn2)cc1
[57] CN(C)c1cccc(C(=O)OCC(=O)N2CCc3ccccc3C2)c1

screen / no.	49	50	51	52	53	54	55	56	57
MEKK2mut PB1 HTS	-5	-2	2	-14	0	7	-2	-5	-13
GalR3 antagonist	-2	-4	-4	nt	-7	3	-2	-1	-8
DNA FID counter	0	-17	-6	-2	-26	1	2	-23	-42
CRFBP-R2 agonist	0.3	25	-5.2	-1.0	-1.9	6.4	1.0	-0.8	-0.1
MEKK2 WT-MEK5	89	80	99	98	97	104	97	102	69
HCV NS3 hel inh	-2	-16	7	0	-19	1	2	1	-11
CRFR2-BP antag	1	-89	4	-1	-13	10	-6	-6	-1
SUMO HTRF inh	15	-16	8	16	4	-1	19	4	-12
MEKK3 PB1 HTS	84	84	100	101	104	99	98	104	75
